INS promoter inh: inhibitors of insulin promoter-driven GFP, primary screen, imaging, TRM-6 cells (human fetal islet line), eGFP reporter, cell count; reporter expression induced with tamoxifen; inhibition, % at 2 µM; hit rate 0.9% among 130,000; AID 1273, 2008;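 active = inhibition above the mean plus 3 SD, with well images judged a real hit on visual review, cut at about 60% in these data, passing the limit was not always enough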
sdo1 growth: growth rescue of sdo1-depleted yeast, primary screen, S. cerevisiae, bone marrow failure model; S. cerevisiae sdo1-depleted JHY4D growth rescue, OD600 30 h; stronger effect = higher value; pdr5 snq2 efflux-pump mutant strain; z-score at 10 µM; hit rate 0.21% among 140,000;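 active = z-score above 3 at both the 24 hr and the 30 hr optical density reads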;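 note: z-score against mean and SD of all compound wells on the same plate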
sdo1 growth Rescue 24 h: also measured in sdo1 growth; calls as there; z-score; S. cerevisiae sdo1-depleted JHY4D growth rescue, OD600; measured here: growth rescue at 24 h;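 0 is the plate mean of compound wells and units are plate SD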
The depositor's hits bear a star; i = inactive; . = no result given. Rows are unselected; overall some 0.92% were active at least once.

Start of the data: the first 3 records, to show the layout:
SMILES	INS promoter inh	sdo1 growth	sdo1 growth Rescue 24 h
CCCCNCc1nc2ccccc2c(=O)[nH]1	20	.	.
COC(=O)c1ccccc1NC(=O)Oc1ccc(F)cc1	-50	-0.15	-0.85
CCOC(=O)c1c(NC(=O)CN2CCOCC2)sc2c1CCCC2=O	10	0.47	1.3

The listing, from the first entry:
SMILES	INS promoter inh	sdo1 growth	sdo1 growth Rescue 24 h
CCCCNCc1nc2ccccc2c(=O)[nH]1	20	.	.
COC(=O)c1ccccc1NC(=O)Oc1ccc(F)cc1	-50	-0.15	-0.85
CCOC(=O)c1c(NC(=O)CN2CCOCC2)sc2c1CCCC2=O	10	0.47	1.3
CCOC(=O)Cc1csc(NC(=O)CSc2nnc(C)n2C)n1	13	0.88	-0.04
O=S1(=O)N=C(N=Nc2c(O)[nH]c3ccccc23)c2ccccc21	27	.	.
CC1(C)CC(=O)c2cc(OCC(=O)NCCN3CCOCC3)ccc2O1	.	0.8	0.4
CCOc1ccc(C(=O)/C=C/c2ccccc2C(F)(F)F)cc1	.	-0.82	0.32
O=C(NC1CCCC1)c1cccnc1N1CCCCCC1	.	0.19	-0.11
COc1cc(C=O)c(Br)cc1OCC(=O)NCCc1ccccc1	-195	.	.
O=C(Nc1ccc(C#Cc2ccccc2)cc1)C1CC1	-6	-0.78	0.63
Cn1c(=O)cc(OCC(=O)N2CCCc3ccccc32)c2ccccc21	.	-0.14	-0.18
CN(C)S(=O)(=O)c1ccc(C(=O)N2CCN=C2SCc2cccnc2)cc1	.	0.55	0.06
O=C(CC(NS(=O)(=O)c1ccc(Cl)cc1)c1ccco1)NCc1cccnc1 (configuration not stated)	.	0.62	0.66
Cc1cc(NC(=O)CSc2nnc(COc3ccccc3)n2Cc2ccco2)no1	-64	-0.76	-0.5
Cc1ccc(-c2csc(CC(N)=O)n2)cc1	-33	.	.

Exported comma-delimited: part of the list above.
mol,INS promoter inh,sdo1 growth,sdo1 growth Rescue 24 h
Cn1c(=O)cc(OCC(=O)N2CCCc3ccccc32)c2ccccc21,.,-0.14,-0.18
CCOC(=O)c1c(NC(=O)CN2CCOCC2)sc2c1CCCC2=O,10,0.47,1.3

Part of the list above, with values under each structure.
The line under a structure holds: INS promoter inh, sdo1 growth, sdo1 growth Rescue 24 h
CCOc1ccc(C(=O)/C=C/c2ccccc2C(F)(F)F)cc1
 : ., -0.82, 0.32
COC(=O)c1ccccc1NC(=O)Oc1ccc(F)cc1
 : -50, -0.15, -0.85

(list continues)
SMILES	INS promoter inh	sdo1 growth	sdo1 growth Rescue 24 h
O=C(Nc1ccccc1-c1ccccc1)NC1CC2CCCC(C1)N2CCc1ccccc1 (configuration not stated)	.	0.17	-0.07
CC(OC(=O)c1nsc(Cl)c1Cl)C(=O)NCc1cccs1 (configuration not stated)	0	1.1	0.68
COC(=O)C1=C(COc2ccc(F)cc2)NC(=O)NC1c1ccc(C)cc1C (configuration not stated)	.	-0.16	1.9
O=C(COC(=O)c1ccccc1)NCC1CCCO1 (configuration not stated)	-27	1	1
O=C(Nc1ccc(Cl)cc1)NC1CCCc2ccccc21 (configuration not stated)	-49	-2.4	-0.93
O=C(CN1CCCC1)Nc1ccc(NC(=O)Nc2ccccc2Cl)cc1	5	0.38	0.58
COc1ccc(C(=O)N/N=C(/C)c2ccc(N3CCCCC3)cc2)cc1	0	1.2	1.8
O=C1CCC2(CC1)NC(=O)N(c1ccccc1)N2	-60	.	.
CC(=O)Nc1ccc(OC(=O)c2cccs2)cc1	-18	2.2	2.8
CNc1oc(-c2ccccc2Cl)nc1C#N	0	0.27	-0.01
COC(=O)c1cnn(C(=O)c2cc(OC)ccc2Br)c1N	-12	0.91	0.26
Cc1c(C2C(C#N)=C(N)OC3=C2C(=O)CCC3)cnn1C (configuration not stated)	.	0.47	0.56
CC(=O)N/C(=C\c1ccc(F)cc1)C(=O)NC(Cc1c[nH]c2ccccc12)C(=O)O (configuration not stated)	.	0.31	-0.61
CCC(=O)Nc1ccc(Oc2ccc(NC(=O)CC)c(NC(=O)CC)c2)cc1	7	.	.
Cc1ccc(C)c(NC(=O)Cc2ccc(S(=O)(=O)N3CCCCC3)s2)c1	.	-0.7	-0.74

Limited to sdo1 growth Rescue 24 h (three entries from above):
structure,sdo1 growth Rescue 24 h
CC(OC(=O)c1nsc(Cl)c1Cl)C(=O)NCc1cccs1 (configuration not stated),0.68
COC(=O)C1=C(COc2ccc(F)cc2)NC(=O)NC1c1ccc(C)cc1C (configuration not stated),1.9
O=C(COC(=O)c1ccccc1)NCC1CCCO1 (configuration not stated),1

(next part)
SMILES	INS promoter inh	sdo1 growth	sdo1 growth Rescue 24 h
Cc1ccc(CSc2ncnc3c2cnn3Cc2ccccc2)cc1	28	-0.39	-0.39
CN(C)/N=C/c1ccc(OC(=O)c2cccc([N+](=O)[O-])c2)cc1	8	.	.
Cn1c(=O)c2c(nc(N3CCOCC3)n2CCCNC2=NCCCCC2)n(C)c1=O	-36	1.6	1.6
CC(C)Oc1ccc(C(=O)NC(=S)N2CCOCC2)cc1	0	2.4	1.1
CCCc1nc2ccccc2c(C(=O)OC2CCOC2=O)c1CC (configuration not stated)	.	-0.14	-0.26
CC(=O)c1cccc(NC(=O)CCS(=O)(=O)c2cccc3nsnc23)c1	-6	-0.19	-0.67
COCCCNC(=S)NNC(=O)C1CC1c1ccc(C(C)(C)C)cc1 (configuration not stated)	i	.	.
CCOC(=O)C(C)(C)NS(=O)(=O)c1ccc(Cl)c([N+](=O)[O-])c1	.	0.37	-0.11
COc1cc(OC)cc(-c2nc3nc(C)c(CCC(=O)NCc4ccco4)c(C)n3n2)c1	.	-0.56	-1.2
Cc1ccc(N/C(=N/S(=O)(=O)c2cccs2)c2ccccc2)c(C)c1	-93	.	.
CCOC(=O)C1CCCN(c2nc3ccccc3nc2C(C#N)C(=O)OCC)C1 (configuration not stated)	-96	-1.5	-0.8
CC1C(=O)C(C)C(c2ccc3c(c2)OCO3)NC1c1ccc2c(c1)OCO2 (configuration not stated)	.	-1.4	-0.46
COc1cccc2cc(C(C)N(CCCN3CCOCC3)C(=S)Nc3cc(C)cc(C)c3)oc12 (configuration not stated)	-25	.	.
CCCCc1cc(=O)oc2c(CN3CCCC3)c(O)c(Cl)cc12	21	-0.48	-0.72
Cc1cccc(C(=O)NNC(=O)c2ccc(Cl)cc2)c1O	15	-0.86	0.4
CC1=NN(c2nc3ccccc3[nH]2)C(=O)/C1=C/N(C)C	-33	.	.
Cc1ccc(NC(=O)c2ccccc2Br)cc1S(=O)(=O)N(C)C	-69	.	.
O=C(CC1S/C(=N\S(=O)(=O)c2ccccc2)N(c2ccccc2)C1=O)Nc1ccc(F)cc1 (configuration not stated)	-82	-0.29	-0.58
CCOc1cc(NC(=S)Nc2cccc(C)c2)c(OCC)cc1NC(=O)CC(C)C	33	-0.18	0.62
COCCN=c1scc(-c2ccccc2)n1/N=C/c1c[nH]c2ccccc12	-12	-1.8	-1.1
CC(C)C(NC(=O)C1CCC(C(C)(C)C)CC1)C(=O)NCc1cccnc1 (configuration not stated)	17	-0.3	0.24
Cn1c(=O)n(Cc2ccc(F)cc2)c(=O)c2c1nc1n2CCCN1C1CCCCC1	-28	-2.1	-1.6
Cc1ccc2nc(NC(=O)C3=NN(c4ccccc4)C(=O)CC3)sc2c1	.	-0.1	0.18
Cc1[nH]n(-c2ccccc2)c(=O)c1CCOC(=O)c1cccc(C(F)(F)F)c1	-4	-1.2	-0.95
CCOC(=O)C(NC(C)=O)C(=O)O (configuration not stated)	0	2.6	0.87
CCOC(=O)N1CCN(C(=O)C(NC(=O)C2CCC(C)CC2)C(C)C)CC1 (configuration not stated)	-71	-0.5	-1.1
CSc1ccccc1NC(=O)CN(c1cc(C)cc(C)c1)S(C)(=O)=O	-36	0.18	-0.21
O=S(=O)(c1ccc(Cl)cc1)N1CCN(Cc2c[nH]c3ccccc23)CC1	-55	0.13	0.68
O=C(CS(=O)(=O)Cc1ccccc1)N1CCN(C(=O)c2ccco2)CC1	.	0.91	0.74
O=C(COc1cccc(C(F)(F)F)c1)Nc1ccc(S(=O)(=O)N2CCCC2)cc1	-18	-1	-0.55
CC(C)CCN1C(=O)CCC1(C)C(=O)NC1CCCCCCC1 (configuration not stated)	1	0.71	0.77
c1coc(-c2nc3c4c5c(sc4ncn3n2)CCCC5)c1	-32	-1	-0.62
N#C/C=C\Oc1ccc(Cl)cc1N	.	0.77	1.2
Cc1ccc(-c2nc3ccccn3c2NC(=O)c2ccco2)cc1	43	-0.23	0.26
Cc1ccsc1/C=N/Nc1ncnc2nc[nH]c12	-33	.	.
CCOC(=O)c1cnc(SC2CC(=O)N(c3cccc(OC)c3)C2=O)nc1N (configuration not stated)	.	-0.17	-0.72
O=C(Oc1coc(CSc2ncccn2)cc1=O)c1cccc([N+](=O)[O-])c1	-17	.	.
O=C(NC1CCS(=O)(=O)C1)c1cnccn1 (configuration not stated)	24	0.31	-0.09
CC(C)=C1SC(N2CCN(Cc3ccccc3)CC2)=NC1=O	.	-0.33	-0.92
Cc1nnc(NC(=O)c2oc3cc(C)c(C)cc3c2C)s1	.	-0.24	0.17
C=CCOc1ccc(CNC(C)(C)C)cc1OC	-42	0.92	0.43
CC(=O)NC(=S)Nc1ccc(NC(=O)COc2ccc(C(C)C)cc2)cc1	75*	-1.7	-1.1
COc1ccc(-c2cc(=O)oc3c(C)c(O)c(CN(C)C)cc23)cc1	-25	0.28	0.15
CC(=O)Nc1ccc2nc(-c3ccco3)[nH]c2c1	36	.	.
Cc1ccc(-n2nc(C)c3c2OC(N)=C(C#N)C3c2ccc(C)o2)cc1 (configuration not stated)	33	0.47	0.41
COc1cc(OC)cc(C(=O)NC2CCN(Cc3nnnn3Cc3cccs3)CC2)c1	-30	-0.87	-0.9
Cc1cc(C(=O)N/N=C2\CCCC(C)C2)n[nH]1 (configuration not stated)	-7	-0.14	0.04
Cc1cc(NS(=O)(=O)Cc2ccccc2)cc(C)c1OCC(=O)N1CCOCC1	38	0.85	0.42
CCc1nc(SCC(=O)Nc2ccccc2C(=O)OC)n[nH]1	-20	-0.32	-0.55
Cc1ccc(C(=O)CSc2nnc(COc3ccc(C#N)cc3)n2-c2ccccc2)cc1	64	0.11	1
CCn1ccnc1CN(C)C(=O)c1cc(COc2c(F)cccc2F)on1	45	.	.
O=C(CC1C(=O)N(c2ccc(Cl)cc2)C(=S)N1CCc1ccncc1)Nc1ccc(F)cc1 (configuration not stated)	.	0.1	0.18
COc1ccc(NC(=O)c2cc(OC)c(OC)c(OC)c2)cc1S(=O)(=O)N1CCCCC1	20	.	.
COCCOC(=O)c1c(NC(=O)CN(C)c2ccccc2)sc(C(N)=O)c1C	-8	.	.
Cc1cc(C)c(NC(=O)OCCN2CCOCC2)c(C)c1	.	-0.14	-0.64
Cn1c2c(c(=O)n(C)c1=O)CN(CCc1ccccc1)CN2	-5	0.54	0.05
Cc1ccc(CN2CCN(CC(C)C)C(CCO)C2)s1 (configuration not stated)	-9	.	.
CCN(CC)Cc1nc2c(c(=O)[nH]1)C1(CCCCC1)Cc1ccccc1-2	-10	-1.4	-0.76
C/C(=N\N1C(=O)c2ccccc2C1=O)c1cccc([N+](=O)[O-])c1	-13	-0.07	-0.9
O=C(c1ccc(Cl)c(Cl)c1)c1cnc(Nc2ccccc2)s1	.	0.88	0.91
Next section.
SMILES	INS promoter inh	sdo1 growth	sdo1 growth Rescue 24 h
O=C(CSc1ccccn1)Nc1ccc2c(c1)oc1ccccc12	-25	-0.39	-0.26
COc1ccc(CCN2C(=O)c3cccnc3C2=O)cc1OC	-29	0.26	-0.61
O=C(CCC1COc2ccccc2O1)Nc1ccccn1 (configuration not stated)	-29	0.76	0.96
COc1cc(Cl)c(C)cc1NC(=O)CSc1nnc(-c2cccnc2)n1Cc1ccco1	31	-0.06	-0.01

Screening results deposited in PubChem by several laboratories.
